High-throughput results (PubChem BioAssay)
ASM inhibitor: inhibitors of human secretory acid sphingomyelinase | 340,000 tested, 0.006% active | Potency, µM (highest dose often 57.5 µM), for inactives: at the highest dose activity change, negative = inhibition, usual class: inhibitors | P17405 | placental ASM, HMU-PC fluorogenic substrate, 60 min; note: potency is the fitted concentration of half-maximal effect
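Fluorescence read-out (Ex 386 nm, Em 447 nm) after stopping the reaction at pH 10. Enzyme: ASM from human placenta; substrate HMU-PC0, 9 uM final; 60 min, 37 °C. Compound preincubation 10 min, ambient temperature.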
Chronic BCR inh: blocks chronic active B-cell receptor signaling | ABC-DLBCL IkBa-CBG/CBR reporter, luminescence ratio, 4 h | Potency, µM (highest dose often 46.1 µM), without a hit: at the top dose ratio change, negative = lower green/red ratio, actives largely listed as inhibitors | 340,000 tested, 0.05% active; active = well fitted inhibition curve with a large enough effect in the signal ratio, with a control signal flat, not every such curve was filed as active; inconclusive = small, poorly fitted or top-dose-only effect, or effect the other way, or a change in a side signal; the % refers to the signal ratio;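 note: potency is the fitted concentration of half-maximal effect; plate controls were basal doxycycline-induced cells for no effect and cells given 10 µM MG132 for full effect; MG132 reads +100%, hits lower the ratio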
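Concentration-response series (up to 46 uM) were applied to TMD8 dual-reporter cells for 4 h at 37C with doxycycline. Green/red ratio, after filter-overlap correction, defined %Activity; red signal alone was normalised to basal cells and zero luminescence.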
Integrin act MD: activates integrin-mediated alleviation for muscular dystrophy; AID 624291; 350,000 tested, 0.064% active; Potency, µM (series often up to 38.3 µM), for the others: at the top dose activation, actives largely listed as activators; alpha7betagal myoblasts, beta-gal FDG fluorescence, 48 h;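 note: potency is the fitted concentration of half-maximal effect; 100% = response of the positive control SU9516; nearly all actives have a fitted effect of over 60% in size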
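Alpha7betagal+/- myoblasts (passage 13) were plated 16-24 hr, then exposed to compounds (1:260 dilution of DMSO stock) for 48 hours at 37C. After MPER lysis, β-galactosidase reporter activity was read as FDG fluorescence (ex 480/em 540) after 30 minutes.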
TSHR antagonist: human thyrotropin receptor antagonism | TSHR-expressing cells, TSH-stimulated cAMP HTRF, 2 h; hits give low values | activity change, negative = inhibition, % at 11.5 µM | 330,000 tested, 0.2% active;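 active = activity change below a set negative limit, meaning inhibition stronger than a set level, cut at about -70% in these data; inconclusive = activity change between two set negative limits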; note: % is set by controls: 0 for no effect and ±100 for the full control effect
Target sequence (P16473 whole entry, looked up): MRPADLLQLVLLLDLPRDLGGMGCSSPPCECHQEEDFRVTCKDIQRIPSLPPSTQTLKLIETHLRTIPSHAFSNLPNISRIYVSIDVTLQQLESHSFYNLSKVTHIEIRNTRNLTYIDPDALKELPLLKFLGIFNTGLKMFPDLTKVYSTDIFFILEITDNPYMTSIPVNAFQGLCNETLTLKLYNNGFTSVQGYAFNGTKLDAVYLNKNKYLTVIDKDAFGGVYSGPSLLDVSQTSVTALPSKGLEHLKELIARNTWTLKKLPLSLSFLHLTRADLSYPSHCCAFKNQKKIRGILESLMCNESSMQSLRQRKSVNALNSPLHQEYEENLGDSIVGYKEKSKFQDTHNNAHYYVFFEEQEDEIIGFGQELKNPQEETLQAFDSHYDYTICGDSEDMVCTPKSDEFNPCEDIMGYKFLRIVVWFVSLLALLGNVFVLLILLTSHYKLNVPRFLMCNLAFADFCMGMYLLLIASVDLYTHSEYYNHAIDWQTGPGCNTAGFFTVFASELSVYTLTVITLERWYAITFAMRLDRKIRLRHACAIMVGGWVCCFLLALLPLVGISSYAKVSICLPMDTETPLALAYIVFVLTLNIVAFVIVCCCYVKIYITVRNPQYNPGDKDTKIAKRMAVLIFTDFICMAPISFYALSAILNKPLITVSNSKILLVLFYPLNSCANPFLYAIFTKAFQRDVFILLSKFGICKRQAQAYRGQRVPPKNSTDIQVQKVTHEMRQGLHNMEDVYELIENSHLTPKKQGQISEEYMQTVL
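Competitive HTRF cAMP read-out (cryptate anti-cAMP antibody, cAMP-d2; 30 min, room temperature) in freshly harvested TSHR cells. Compounds added before TSH at EC80 (4nM final), followed by 2 hours' incubation at 37 deg C.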
ELG1 repair inh: blocks ELG1-dependent DNA repair in HEK293T cells; AID 504467; Potency, µM (series often up to 46.1 µM), without a hit: at the highest dose activity change, negative = inhibition, usual class: inhibitors; 330,000 tested, 2.3% active; HEK293T ELG1-luciferase reporter, luminescence, 16 h; DNA damage induced by 5-fluorouridine; note: potency is the fitted concentration of half-maximal effect; % is set by controls: 0 for no effect and ±100 for the full control effect; nearly all actives have a fitted effect of over 55% in size
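Reporter activity after DNA damage by 5-fluorouridine is monitored. Compound-treated cells incubate 16 hr at 37 °C, then ONE-Glo is added for 30 min before luminescence reading.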
Eya2 inh: blocks the phosphatase activity of human Eya2 | recombinant Eya2, OMFP fluorescence dephosphorylation (OMFP is methylfluorescein phosphate) | Potency, µM (doses to about 76.9 µM), for the others: at the top dose activity, negative = inhibition, usual class: inhibitors | 330,000 tested, 0.006% active | AID 488837; note: potency is the fitted concentration of half-maximal effect; % is set by controls: 0 for no effect and ±100 for the full control effect
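Eya2 (0.2 uM) preincubated 10 min at ambient with compound, then OMFP substrate added at 50 uM; 10 min reaction in 50 mM HEPES pH 7.5, 50 mM NaCl, 5 uM MgCl2, 0.05% BSA, 1 mM DTT. Fluorescence read at Ex 485/Em 525 nm.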
A-T KAP1 phos: candidate therapy for ataxia-telangiectasia | […] A-T fibroblasts, KAP-1 phosphorylation AlphaLISA; neocarzinostatin DNA damage 30 min before lysis | Potency, µM (doses to about 57.5 µM), for inactives: top-dose activation, actives largely listed as activators | 320,000 tested, 0.19% active; note: potency is the fitted concentration of half-maximal effect; % of control where 0% means no effect; nearly all actives have a fitted effect of over 45% in size
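ATM-like activity read as KAP-1 phosphorylation via AlphaLISA donor/acceptor antibody pairs after lysis and 6 hr at 25C. Cells were ATM-null patient fibroblasts ([…], hTERT), dosed 60 min, then exposed to the DSB inducer NCS for 30 min.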
TSG101-PTAP inh: blocks PTAP/TSG101 interaction to inhibit HIV-1 budding. Fluorescence polarization, FITC-PTAP peptide / Tsg101 binding. Potency, µM (titrated, usually from 115 µM), for inactives: at the highest dose activity change, negative = inhibition, usual class: inhibitors. 340,000 tested, under 10 active; active = well fitted inhibition curve with a large enough effect in the main read-out, with a control signal flat, not every such curve was filed as active; inconclusive = small, poorly fitted or top-dose-only effect, or effect the other way, or a change in a side signal; inactive = no such curve, though single readings can be large or run the other way; note: potency is the fitted concentration of half-maximal effect; % of control where 0% means no effect
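Steps: Tsg101 binding domain dispensed (10 uM final), compounds pinned in DMSO, FITC-labeled PTAP-motif peptide added (50 nM final); after 20 min binding at room temperature, polarization measured.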
Tb PFK block: inhibitors of T. brucei phosphofructokinase. O15648. T. brucei PFK, ADP-Glo luminescence. Potency, µM (titrated, usually from 57.5 µM), for the others: top-dose activity, negative = inhibition, most hits filed as inhibitors. 330,000 tested, 0.17% active. AID 485367;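 note: potency is the fitted concentration of half-maximal effect; 0% = uninhibited 1x PFK enzyme wells and -100% = no-enzyme wells; nearly all actives have a fitted effect of over 60% in size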
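In TEA buffer at pH 8.0 with 5 mM MgCl2, enzyme (1.25 nM) converted F6P (0.5 mM) and ATP (0.1 mM) for 45 min at room temperature. ADP product was read by luciferase luminescence.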
Mito fusion act: mitochondrial division inhibition or fusion activation | AID 485298 | S. cerevisiae fusion-defective mutant growth rescue, CellTiterGlo 48 h | 320,000 tested, 0.23% active | Potency, µM (series often up to 46.1 µM), for the others: at the highest dose growth rescue (activation), hits mostly activators;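 note: potency is the fitted concentration of half-maximal effect; % of control where 0% means no effect; nearly all actives have a fitted effect of over 45% in size; temperature-sensitive fusion mutants such as fzo1-1 at 37 °C on non-fermentable ethanol glycerol medium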
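S. cerevisiae fusion-defective temperature-sensitive mutants (e.g. fzo1-1, mgm1-5) grown 48 h at 37C in YPEG (ethanol/glycerol non-fermentable) medium with 23 nl compound per well; growth rescue read as CellTiterGlo luminescence.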
TCR activator: activates T cell receptor signaling | 330,000 tested, under 10 active | Potency, µM (top dose mostly 9.22 µM), for inactives: at the highest dose activation of IL-2 secretion, usual class: activators | primary human leukocytes, anti-CD3, IL-2 HTRF, 48 h; note: % of control where 0% means no effect
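Primary human leukocytes were stimulated with a-CD3 beads plus compounds for 48 hr without co-stimulation; secreted IL-2 was quantified by HTRF using a-IL-2-K (europium cryptate) and a-IL-2-d2, excited at 320nm with acceptor emission read at 665nm.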
Numbers without * were called inactive; ? = inconclusive; . = no result given; [ ] = another dose, or the depositor's remark. Unless noted, calls come from the whole dose curve; as a rule, active = well fitted curve in the direction sought with a large enough effect; inconclusive = small, poorly fitted or top-dose-only effect, or another doubt; inactive = no such curve, though single readings can be large; an effect the other way counts as inactive or inconclusive.

SMILES	ASM inhibitor	Chronic BCR inh	Integrin act MD	TSHR antagonist	ELG1 repair inh	Eya2 inh	A-T KAP1 phos	TSG101-PTAP inh	Tb PFK block	Mito fusion act	TCR activator
COc1cc(C2C(C(C)=O)=C(C)Nc3ncnn32)ccc1O (stereo not drawn)	5.0%	-4.0%	6.7%	-1.0	6.8%	1.7%	-4.3%	-1.9%	1.5%	1.2%	-5.7%
Cc1ccc2nc3c(cc2c1)c(NC(=O)c1ccco1)nn3CC(C)C	269.6%[activator]	?	2.8%	-17.4	?	-7.5%	5.1%	1.2%	0.6%	18.9%	3.8%
CC(=O)Nc1ccc(OCC=C(Cl)Cl)cc1	2.3%	?	11.1%	0.9	23.7%	-14.6%	3.8%	-5.9%	-3.9%	6.2%	-7.0%
O/N=C/c1cn(-c2ccc(Cl)cc2)nn1	1.9%	-12.6%	-17.9%	5.1	?	3.3%	-2.1%	-2.9%	-3.9%	11.3%	2.1%
CCOCc1c(C(=O)Nc2ccc3nc(N4CCOCC4)sc3c2)oc2ccccc12	-11.1%	?	26.2%	-18.7	11.6µM*	-4.8%	-2.2%	-0.9%	-9.8%	13.8%	-1.0%
O=C1C2C(C(=O)N1/N=C/c1cc(Br)cc([N+](=O)[O-])c1O)C1C=CC2C12CC2 (stereo not drawn)	?	9.8%	7.0%	-13.4	-6.2%	-13.3%	-0.1%	-23.1%	2.4%	14.0%	-2.4%
O=c1c2ccccc2nc(-c2ccco2)n1Cc1ccccc1	-1.5%	.	0.1%	.	.	.	.	-13.0%	.	14.2%	-6.3%
O=C(c1ccc(F)c(F)c1)N1CCCc2ccccc21	-4.2%	0.3%	-38.4%	-3.6	-9.2%	?	0.5%	-2.6%	0.2%	2.3%	1.2%
CC1=CC(c2ccccc2)n2nc(N3C(=O)C4CC=CCC4C3=O)nc2N1 (stereo not drawn)	.	0.2%	2.6%	20.3	14.8%	11.4%	0.5%	-3.4%	1.5%	-1.9%	-5.2%
COCCn1c(=NC(=O)CSC(C)=O)sc2cc(OC)ccc21	-2.0%	-19.7%	-5.4%	-12.2	-19.4%	-28.9%	3.7%	-8.8%	4.5%	13.1%	0.0%
NS(=O)(=O)c1ccc(CCNC(=O)c2nc(CS(=O)(=O)c3ccc(Cl)cc3)no2)cc1	-1.6%	-1.0%	-9.8%	-3.2	5.9%	-3.4%	3.2%	-0.5%	0.1%	-2.3%	-4.9%
Cc1ccc2cc(CN(CCN3CCCC3)C(=O)Nc3ccc(F)cc3)c(=O)[nH]c2c1C	-13.2%	-4.0%	-45.7%[inhibitor]	9.2	-0.5%	-10.9%	6.6%	0.8%	-4.3%	1.0%	0.9%
CCc1sc(NC(=O)c2cc3ccccc3oc2=O)nc1-c1cccs1	-3.9%	8.9%	-6.5%	10.9	-0.2%	-18.5%	1.5%	-1.4%	-1.3%	3.8%	3.9%[46.1 µM]
Cc1cc(NC(=O)CCC(=O)N(c2ccccc2)C2(C(=O)NC3CCCCC3)CCCC2)no1	-3.0%	4.8%	18.8%	2.9	16.4%	5.1%	2.7%	-4.2%	-2.7%	0.3%	-1.2%
CCOC(=O)CSc1nc(C)cc(Oc2ccc(=O)n(C)n2)n1	-0.9%	-2.3%	21.0%	-3.2	?	4.5%	9.2%	-5.6%	3.5%	-1.4%	4.2%
CCOC(=O)N1CCN(C(=O)CCN2C(=O)/C(=C\c3ccccc3OC)SC2=S)CC1	0.9%	?	-24.3%	8.2	3.2%	-1.6%	-6.2%	-7.1%	1.9%	-2.1%	-4.2%
Cc1ccc(S(=O)(=O)N(Cc2ccc(C(F)(F)F)cc2)C(=O)N2CCN(C)CC2)cc1	.	?	0.0%	16.4	11.5%	0.6%	-2.5%	-7.5%	-3.5%	-4.2%	6.9%
O=C(CSc1nccc(=O)[nH]1)Nc1ccc(Oc2ccccc2)cc1	1.6%	-1.5%	-19.5%	-13.2	0.2%	9.5%	1.5%	-3.8%	0.2%	3.5%	-1.9%
COc1ccc(NC(=O)N2CCCC2C(=O)NCc2cccs2)cc1 (stereo not drawn)	2.1%	-3.9%	0.0%	-5.7	-8.3%	17.1%	-3.6%	-0.4%	7.6%	4.8%	-1.6%
O=C(NCc1ccccc1F)C1CCCN1C(=O)NC1CCCCC1 (stereo not drawn)	-1.2%	5.6%	31.2%	8.0	13.8%	2.3%	4.1%	-2.4%	-1.1%	-3.4%	-2.9%[46.1 µM]
CCOC(=O)c1sc(N=NC2=C(O)CC(C)(C)CC2=O)c(C(=O)OCC)c1C	-0.6%	?	-8.7%	-8.0	-6.6%	8.0%	1.3%	-0.5%	0.8%	12.7%	5.2%
CCN(CC)Cc1c(CC(C)C)oc(C)c1C(=O)O	-0.6%	-3.7%	-2.8%	6.2	13.2%	10.7%	0.5%	-4.0%	-3.8%	-0.2%	3.8%
Cc1nc2ccccc2c(N)c1C(=O)/C=C/c1ccccc1	-1.8%	?	-49.6%[inhibitor]	6.1	?	-13.0%	2.2%	-5.6%	-8.0%	-7.5%	-5.3%
O=C(C[C@@H]1C/C=C\C[C@H](Cc2ccc(F)cc2)C(=O)OC[C@H]2CCCN2C1=O)NCCO	1.8%	-1.5%	10.5%	-3.4	6.7%	4.2%	8.1%	-3.0%	-0.8%	.	6.7%
CC(=NCc1ccco1)c1c(C(F)(F)F)[nH]n(-c2nc3ccccc3s2)c1=O	-7.7%	?	0.0%	7.7	?	-6.6%	1.7%	-3.3%	-13.5%	1.2%	-1.6%
CCc1nn(C(C)C(=O)N2CCN(c3ccccc3)CC2)c(=O)c2cc3occc3n12 (stereo not drawn)	2.0%	-12.8%	12.6%	-1.0	1.1%	-14.0%	-27.4%	-3.0%	-0.2%	-0.6%	-5.3%
Cc1cc(C)c2c(n1)SCC(=O)N2CC(=O)Nc1cc(F)ccc1F	4.8%	-11.5%	10.3%	-1.5	20.7%	3.5%	-2.8%	-2.4%	-1.4%	-0.5%	-2.2%
CCN(CC)C(=O)c1sc(NC(=O)Cc2cccs2)c(C#N)c1C	1.7%	?	-16.1%	-1.6	-20.3%	-9.6%	7.9%	-6.4%	1.9%	1.7%	6.3%
CC(C)(C)OC(=O)N[C@@H](CCCCNC(=O)OCc1ccccc1)c1nnc([C@H](CCCCNC(=O)OCc2ccccc2)NC(=O)OC(C)(C)C)o1	-1.1%	-7.0%	-1.1%	-1.7	-27.5%	-6.6%	0.0%	-0.3%	-1.9%	1.6%	3.7%
O=C(NCCN1CCOCC1)c1ccc2c(c1)N(Cc1ccccc1F)C(=O)c1ccccc1S2(=O)=O	1.6%	2.4%	-0.1%	19.1	7.6%	-10.0%	1.7%	-8.3%	1.1%	-0.4%	-4.7%
CCCCNC(=S)N=Nc1c(O)[nH]c2ccccc12	-6.6%	?	-4.2%	4.5	-6.1%	0.6%	-6.4%	-2.9%	6.9%	13.0%	-1.7%
Cc1cc(C=O)c(C)n1-c1cc(C(=O)O)cc(C(=O)O)c1	-1.3%	-0.9%	-13.9%	-6.0	-0.4%	-19.5%	-2.9%	0.4%	?	0.0%	-4.2%
Cc1nn(-c2ccccc2)c(Cl)c1/C=N/NC(=O)c1[nH]ncc1Br	-2.4%	?	?	-16.5	?	5.6%	-1.9%	1.3%	-4.3%	-4.7%	-0.2%
COc1ccc(NC(=O)CCSc2cc(C)c3ccccc3n2)cc1	-5.6%	?	2.7%	-6.0	?	3.2%	-1.7%	-4.2%	1.4%	1.8%	-17.0%
OC1(c2ccc(OC(F)F)cc2)CSC(=Nc2cccnc2)N1Cc1ccco1 (stereo not drawn)	-0.2%	-11.7%	-7.3%	-38.0	18.3µM*	-9.2%	19.5%	0.2%	-0.6%	6.7%	-9.6%
